Screens deposited in PubChem by The Scripps Research Institute Molecular Screening Center.
LEDGF integ inh = blockers of LEDGF/p75-dependent integrase strand transfer – biochemical, TR-FRET, high throughput, primary screen | HIV-1 integrase (with human LEDGF/p75) | TR-FRET IN-LEDGF/p75 DNA integration, Eu/Cy5 | inhibition, % at 3.7 µM | actives 0.64% (n = 370,000) | AID 743269, 2014;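 active = inhibition above the screen-wide mean plus 3 SD, cut at about 13% in these data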;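 also: signal is the Cy5 over europium emission ratio at 671 and 618 nm; 0% = plate median of compound wells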
KLK7 zymogen act = proKLK7 zymogen activators, primary screen, biochemical, fluorescence intensity; purified proKLK7, EDANS-DABCYL substrate fluorescence; 100% is mature enzyme control, 0% vehicle; activation, % at 7 µM; actives 0.9% (n = 370,000);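 active = activation above the mean of all tested compounds plus 3 SD, computed per campaign excluding outliers beyond control limits, cut at about 13% in these data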
Target sequence (P49862 whole entry, looked up): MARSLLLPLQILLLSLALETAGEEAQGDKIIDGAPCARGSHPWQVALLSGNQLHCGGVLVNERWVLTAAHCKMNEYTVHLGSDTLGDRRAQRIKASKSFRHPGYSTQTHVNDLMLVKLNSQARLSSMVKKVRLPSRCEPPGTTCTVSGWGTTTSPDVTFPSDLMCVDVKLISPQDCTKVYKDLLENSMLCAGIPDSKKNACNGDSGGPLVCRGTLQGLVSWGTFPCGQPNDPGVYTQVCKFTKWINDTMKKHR
TDP2 absorb = human TDP2 enzyme inhibitors, primary screen, biochemical, epi absorbance, recombinant enzyme; Tyrosyl-DNA phosphodiesterase 2 (Homo sapiens), O95551; T5PNP hydrolysis, p-nitrophenol absorbance 415 nm; inhibition, % at 12.8 µM; actives 0.34% (n = 370,000); AID 720702, 2013;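 active = inhibition above the mean of all tested compounds plus 3 SD, set per campaign, cut at about 25% in these data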;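 also: 0% = DMSO with enzyme and 100% = buffer with substrate but no TDP2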
Target sequence (O95551 whole entry, looked up): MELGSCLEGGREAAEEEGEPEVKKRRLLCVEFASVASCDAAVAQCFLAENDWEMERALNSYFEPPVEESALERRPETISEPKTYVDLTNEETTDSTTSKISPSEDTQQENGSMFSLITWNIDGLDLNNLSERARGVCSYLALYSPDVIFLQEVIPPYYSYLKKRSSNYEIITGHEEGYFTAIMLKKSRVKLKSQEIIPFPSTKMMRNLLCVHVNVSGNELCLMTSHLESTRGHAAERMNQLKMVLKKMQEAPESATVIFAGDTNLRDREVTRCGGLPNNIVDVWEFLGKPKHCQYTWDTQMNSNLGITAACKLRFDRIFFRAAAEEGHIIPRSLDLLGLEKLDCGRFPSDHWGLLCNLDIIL
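Material: recombinant human TDP2; quantity: TDP2 enzyme at 120 nM final; medium: Tris-HCl pH 7.5 with MgCl2; compound: single concentration, 12.8 µM nominal, with 1% DMSO; incubation: 2 h enzyme incubation at 37 °C; signal: epi absorbance; measure: percent inhibition; benchmarks: high control without enzyme, low control DMSO plus TDP2; repeats: singlicate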
PRMT1 inh = PRMT1 methyltransferase inhibitors, primary screen, biochemical, fluorescence polarization | inhibition, % at 2.79 µM | recombinant PRMT1, activity-based probe fluorescence polarization | actives 1.3% (n = 370,000);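 active = inhibition above about 21% made by adding two undisclosed values, limit read from the data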
Target sequence (Q99873 whole entry, looked up): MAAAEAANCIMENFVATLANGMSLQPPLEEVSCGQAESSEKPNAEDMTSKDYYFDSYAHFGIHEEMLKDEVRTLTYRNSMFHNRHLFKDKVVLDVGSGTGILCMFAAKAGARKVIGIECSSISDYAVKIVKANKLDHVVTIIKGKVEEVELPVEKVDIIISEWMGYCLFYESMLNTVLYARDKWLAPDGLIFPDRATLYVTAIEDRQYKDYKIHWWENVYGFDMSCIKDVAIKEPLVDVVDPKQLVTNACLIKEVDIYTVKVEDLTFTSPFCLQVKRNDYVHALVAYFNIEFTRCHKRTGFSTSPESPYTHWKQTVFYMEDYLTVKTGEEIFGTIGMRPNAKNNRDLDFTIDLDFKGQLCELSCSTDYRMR
UHRF1 MBD2 ctr = UHRF1 methylated DNA binding inhibitors, primary screen, counter-screen for MBD2 inhibitor project, biochemical, TR-FRET, human UHRF1, single concentration. E3 ubiquitin-protein ligase UHRF1 (Homo sapiens), Q96T88. UHRF1 binding to methylated oligo. inhibition, % at 4.4 µM. actives 0.75% (n = 370,000). AID 687016, 2013; in the data active = inhibition above about 21%;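 also: UHRF1 SRA domain binding a hemimethylated CpG hairpin DNA probe; 0% = median of test compound wells and 100% = reference inhibitor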
MBD2 DNA inh = inhibitors of MBD2 binding to methylated DNA, primary screen, biochemical, TR-FRET, DNA-binding domain, human; MBD2 binding to methylated oligonucleotide; Methyl-CpG-binding domain protein 2 (Homo sapiens), Q9UBB5; actives 0.31% (n = 370,000); inhibition, % at 4.4 µM; in the data active = inhibition above about 13%
Tn6 DDE FP = inhibitors of Tn6 peptide binding to fibrin DD(E), primary screen, biochemical, fluorescence polarization, human fibrin, Tn6 probe; Fibrinogen beta chain (Homo sapiens), P02675; Fibrin DD(E) TRITC-Tn6 fluorescence polarization displacement; inhibition, % at 8.3 µM; actives 0.21% (n = 370,000); AID 720509, 2013;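 active = inhibition above a per-campaign cutoff: mean of compounds within control limits plus 3 SD, cut at about 15% in these data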;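 also: 0% = median of all compound wells on the plate and 100% = blocking peptide control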
TCR-CD3 inh = inhibitors of human TCR-CD3 interaction, primary screen, biochemical, fluorescence, TAMRA-labeled TCR probe; AID 651800, 2012; T-cell receptor (TCR); inhibition, % at 9.4 µM; actives 0.37% (n = 360,000); in the data active = inhibition above about 19%;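 also: recombinant mutant TCR 2C K166C tagged with TAMRA read by polarization; 0% = receptor in buffer alone and 100% = receptor with positive control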
Tn7 DDE FP = inhibitors of Tn7 peptide binding to fibrin DD(E), primary screen, biochemical, fluorescence polarization, human fibrin, Tn7 probe; Fibrinogen beta chain (Homo sapiens), P02675; FP displacement of FITC-Tn7 peptide from fibrin DD(E); 0% = median of compound wells per plate; inhibition, % at 8.3 µM; actives 0.13% (n = 370,000);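 active = inhibition above the mean of compounds falling within the control limits plus 3 SD of them, cut at about 14% in these data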;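 also: 0% = plate median of compound wells and 100% = 10 µM Aha-Tn7 peptide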
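Assay system: human fibrin DD(E). Input: DD(E) 2 µM final. Medium: Tris buffer with calcium and detergent, pH 7.8. Compound dosing: single point at 8.3 µM. Timing: 10 min plus 3 h, room temperature. Technique: fluorescence polarization of the labelled Tn7 tracer. Read-out: percent inhibition. Replicates: singlicate testing.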
SIAE inh = human SIAE inhibitors, primary screen, biochemical, fluorescence polarization, FP-Rh probe, 1536-well HTS; Sialate O-acetylesterase (Homo sapiens), Q9HAT2; SIAE FP-Rh probe binding; inhibition, % at 9.66 µM; actives 0.69% (n = 370,000); AID 1053197, 2014;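 active = inhibition above a cutoff: mean of compounds within the control limits plus 3 SD of those, cut at about 17% in these data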;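 also: 0% = plate median of compound wells and 100% = probe without SIAE protein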
* = called active by the depositor; · = not tested or not shown. An unsorted share of the library (roughly 4.6% active in at least one column).

SMILES | LEDGF integ inh | KLK7 zymogen act | TDP2 absorb | PRMT1 inh | UHRF1 MBD2 ctr | MBD2 DNA inh | Tn6 DDE FP | TCR-CD3 inh | Tn7 DDE FP | SIAE inh
CCCCCCCCCCCCCCCC[n+]1ccc(/C=N/O)cc1 | -10 | 0.2 | -12 | 6 | 4 | 7 | -9 | 3 | -2 | 68*
Cn1c(SCc2ccccc2Br)nc2ccccc2c1=O | -3 | -0.3 | 4 | 0 | 12 | 3 | -3 | -5 | 12 | 0
CC(C)CNS(=O)(=O)/C=C/c1ccccc1CNC(=O)OC(C)(C)C | 7 | 1.1 | -8 | 3 | 2 | 0 | 2 | · | 2 | -2
Cc1[nH]n(-c2ccccc2)c(=O)c1C=NC1CCCCCC1 | -5 | -0.3 | -7 | 2 | 0 | 3 | 5 | 3 | -8 | 2
O=S(=O)(N[C@H]1CCCC[C@@H]1N1CCOCC1)c1ccc(Cl)cc1 | -3 | · | -6 | -4 | -1 | -1 | -3 | · | -6 | 0
CCc1ccc(-c2nn(-c3ccccc3)cc2C2SCC(=O)N2Cc2ccco2)cc1 (stereo unspecified) | 5 | 0.8 | -7 | 5 | 2 | 3 | -9 | -9 | 0 | -3
Cc1cccc(C)c1OCc1cc(C(=O)N2CCN(c3ccc(F)cc3)CC2)no1 | 0 | 0.4 | 6 | 1 | 2 | -1 | -4 | -1 | -4 | -7
N=c1oc2ccccc2cc1C(=O)NC1CCCCCC1 | 2 | -0.2 | 7 | -2 | -5 | 1 | 1 | -5 | 7 | 7
COc1ccc(C(=O)N2CCN(Cc3cc(OC)ccc3OC)CC2)cc1 | -6 | 0.1 | 3 | 3 | 3 | 0 | -4 | -5 | -2 | -3
Cn1c(=O)[nH]c2c(Br)nccc21 | 0 | 0.4 | -2 | -3 | 1 | -3 | 0 | · | -6 | 2
CCOC(=O)C(CC(=O)c1ccccc1)CC(=O)c1ccccc1 | 3 | 0.3 | -11 | -3 | 0 | 1 | -6 | 2 | -6 | -6
CC1CCCC(C(=O)O)N1C(=O)CCSSCCC(=O)N1C(C)CCCC1C(=O)O (stereo unspecified) | 0 | -0.1 | 5 | -1 | -3 | 3 | 5 | -6 | -1 | 14
C=CCNCCCOc1ccc(Cl)cc1Br | -1 | 0.4 | 10 | 1 | 0 | -5 | 2 | 4 | -2 | -1
CCN(CC(O)COCc1ccc(Cl)cc1)C1CCCCC1 (stereo unspecified) | -4 | -0.4 | -3 | 2 | 4 | -1 | 1 | -4 | -3 | 0
Cc1ccc(CN2CCC(c3cc(-c4cccs4)n[nH]3)CC2)cc1 | 4 | 1.5 | 14 | -5 | 0 | -4 | -5 | 11 | 6 | 2
COCCCNC(=O)C(C)N1c2cccc3cccc(c23)S1(=O)=O (stereo unspecified) | 4 | 10 | -16 | -1 | -2 | 1 | -6 | 0 | -4 | -6
CCOc1ccc(C(=O)NCC2(c3ccccc3)CCOCC2)cc1 | 0 | 0.2 | -2 | 0 | 0 | -3 | 6 | 3 | 5 | 5
COc1ccc(-c2csc(NC(=O)c3ccccc3Br)c2C(=O)O)cc1 | 8 | -0.3 | 7 | 1 | 3 | 5 | -7 | -4 | 5 | -7
O=C(Nc1cccc(S(=O)(=O)N2CCOCC2)c1)C1COc2ccccc2O1 (stereo unspecified) | -3 | 0.2 | 4 | 4 | -2 | -3 | 1 | -2 | 1 | 4
CC(C(=O)Nc1ccc2c(c1)OCO2)N(C)CC(=O)Nc1ccccc1Cl (stereo unspecified) | -1 | 0.0 | -1 | 5 | 7 | -1 | 3 | -2 | 0 | -4

Quoted at random: 2 entries already listed, in no set order.
SMILES | LEDGF integ inh | KLK7 zymogen act | TDP2 absorb | PRMT1 inh | UHRF1 MBD2 ctr | MBD2 DNA inh | Tn6 DDE FP | TCR-CD3 inh | Tn7 DDE FP | SIAE inh
Cc1cccc(C)c1OCc1cc(C(=O)N2CCN(c3ccc(F)cc3)CC2)no1 | 0 | 0.4 | 6 | 1 | 2 | -1 | -4 | -1 | -4 | -7
CCCCCCCCCCCCCCCC[n+]1ccc(/C=N/O)cc1 | -10 | 0.2 | -12 | 6 | 4 | 7 | -9 | 3 | -2 | 68*

Shown as tab-separated lines: part of the list above.
compound	LEDGF integ inh	KLK7 zymogen act	TDP2 absorb	PRMT1 inh	UHRF1 MBD2 ctr	MBD2 DNA inh	Tn6 DDE FP	TCR-CD3 inh	Tn7 DDE FP	SIAE inh
Cc1[nH]n(-c2ccccc2)c(=O)c1C=NC1CCCCCC1	-5	-0.3	-7	2	0	3	5	3	-8	2
O=S(=O)(N[C@H]1CCCC[C@@H]1N1CCOCC1)c1ccc(Cl)cc1	-3	·	-6	-4	-1	-1	-3	·	-6	0
CCc1ccc(-c2nn(-c3ccccc3)cc2C2SCC(=O)N2Cc2ccco2)cc1 (stereo unspecified)	5	0.8	-7	5	2	3	-9	-9	0	-3
Cc1cccc(C)c1OCc1cc(C(=O)N2CCN(c3ccc(F)cc3)CC2)no1	0	0.4	6	1	2	-1	-4	-1	-4	-7

The results go on.
SMILES | LEDGF integ inh | KLK7 zymogen act | TDP2 absorb | PRMT1 inh | UHRF1 MBD2 ctr | MBD2 DNA inh | Tn6 DDE FP | TCR-CD3 inh | Tn7 DDE FP | SIAE inh
O=c1c(-c2ccc(Cl)cc2)coc2c(CN3CCOCC3)c(O)ccc12 | 0 | 19* | -2 | -1 | -4 | -4 | 8 | 3 | 1 | 4
Brc1ccccc1-c1nnc(CSc2nncn2-c2ccccc2)o1 | -3 | 0.3 | -2 | 1 | -1 | 2 | 8 | -5 | 1 | -2
CC(C)(C)[C@H]1COC(=O)[C@@H](Cc2ccc(F)cc2)CC/C=C/C[C@@H](CC(=O)N[C@H](CO)Cc2ccccc2)C(=O)N1 | 3 | 0.0 | -3 | 0 | 0 | 1 | 5 | 4 | -3 | -6
COc1cc(OC)c2c(-c3cccc(-c4ccc(N(C)C)cc4)c3)cc(=O)oc2c1 | 1 | -1.8 | 3 | 4 | 0 | -7 | 9 | 6 | 3 | 0
COc1cc(Br)cc2cc(C(=O)N3CCCCC3C)c(=O)oc12 (stereo unspecified) | 1 | -0.3 | 1 | 1 | -1 | 0 | 9 | 3 | -3 | -1
O=C(O)c1ccc(CS(=O)(=O)Cc2ccccc2F)o1 | -1 | -0.1 | 7 | 2 | 3 | -3 | 0 | -1 | -8 | -7
CC1=CC(C)=Nc2ccccc2N1 | -1 | -0.3 | 5 | 1 | 0 | -1 | 4 | 4 | 3 | 1
O=C(O)c1ccccc1NS(=O)(=O)c1ccc(NN=Cc2ccccc2F)c([N+](=O)[O-])c1 | 0 | 0.1 | 3 | 7 | 33* | -8 | -7 | -5 | 9 | -2
Nc1cc2c(cc1Cl)-c1ccc(Cl)cc1C2=O | 0 | -0.8 | 2 | 1 | 2 | 3 | -2 | -4 | 2 | 1
C[C@@H]1CN([C@H](C)CO)C(=O)Cc2cc(NC(=O)Nc3ccccc3)ccc2O[C@@H]1CN(C)C(=O)Nc1ccc2c(c1)OCO2 | -1 | 0.4 | 2 | 2 | 2 | 2 | -11 | -9 | 9 | 5
Cc1c2cnn(-c3ccccc3)c(=O)c2c(C)n1CCCC(=O)N1CCN(C)CC1 | 7 | -0.1 | -17 | -5 | 3 | -3 | 4 | -5 | -6 | -2
Cc1nc(C(=O)Nc2cccc(Cl)c2Cl)nn1-c1cc(OC(C)C)c(Cl)cc1Cl | -3 | 0.7 | 1 | 7 | 3 | -4 | 3 | -1 | 6 | -2
COc1ccc(S(=O)(=O)NNC(=O)C2COc3ccccc3O2)cc1[N+](=O)[O-] (stereo unspecified) | -1 | 0.2 | 11 | 1 | 1 | -2 | -4 | -5 | -5 | 2
COc1ccc(OCC(=O)N2c3ccc(C)cc3C3CN(C)CCC32)cc1 (stereo unspecified) | 1 | 0.7 | -19 | -2 | 0 | -4 | 0 | -5 | 3 | -6
CC1=C(C(N)=O)C(c2ccccc2)n2nc(-c3cccc(C)c3)nc2N1 (stereo unspecified) | 1 | -0.1 | -4 | -2 | 0 | 3 | -1 | 5 | -7 | -3
Cc1ccc(NC(=O)C2CCCN2S(=O)(=O)c2ccc(-c3ccc(=O)[nH]n3)s2)c(C)c1 (stereo unspecified) | 1 | 0.1 | 1 | 1 | -2 | 0 | -3 | 1 | 7 | -2
CCN(CC)c1nc(N)c2c(N)n(-c3ccccc3C)c(=S)c(C#N)c2c1C#N | 2 | -0.4 | 16 | 11 | -2 | -6 | -5 | 1 | 9 | 2
Cc1cc(S(=O)(=O)NCCC2=CCCCC2)ccc1Br | -2 | 0.1 | 1 | -1 | -2 | 3 | 11 | -6 | 2 | 4
Cc1ccc2nc(N(CCCN(C)C)C(=O)c3cc4ccccc4oc3=O)sc2c1 | 1 | 0.1 | 2 | -3 | -2 | -5 | -6 | 6 | 1 | 0
COc1ccc(Cl)cc1NC(=S)NNC(=O)c1cccnc1 | -7 | -0.7 | -4 | -4 | 1 | -6 | 0 | 6 | -6 | 2
